Vif-A3G inh – inhibitors of Vif-APOBEC3G interaction; Q9HC16; HeLa A3G-eYFP + Vif (tagged APOBEC3G with the HIV-1 protein that degrades it), YFP fluorescence, overnight; Potency, µM (series often up to 46.1 µM), for the others: at the highest dose activity, negative = active, hits mostly inhibitors; 0.076% of 410,000 active;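 note: % is set by controls: 0 for no effect and ±100 for the full control effect; nearly all actives have a fitted effect of over 60% in size; hits raise eYFP signal because A3G escapes Vif-driven loss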
Target sequence (Q9HC16 whole entry, looked up): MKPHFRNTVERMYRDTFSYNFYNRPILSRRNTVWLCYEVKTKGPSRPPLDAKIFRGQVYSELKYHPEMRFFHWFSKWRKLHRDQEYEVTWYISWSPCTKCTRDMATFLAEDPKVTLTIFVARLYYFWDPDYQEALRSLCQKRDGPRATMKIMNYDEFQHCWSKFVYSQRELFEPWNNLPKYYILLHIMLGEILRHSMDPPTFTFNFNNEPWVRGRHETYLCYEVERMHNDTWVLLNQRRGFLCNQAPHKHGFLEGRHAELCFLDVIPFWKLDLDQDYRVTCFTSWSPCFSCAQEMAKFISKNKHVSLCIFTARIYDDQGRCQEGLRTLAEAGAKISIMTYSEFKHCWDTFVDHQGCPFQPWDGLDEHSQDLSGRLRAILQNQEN
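HeLa cells stably expressing Vif and C-terminally eYFP-tagged A3G, seeded overnight at 37 deg C, then exposed to compound by pintool overnight at 37 deg C. Rise in yellow fluorescence (Ex 488/Em 500-530, Acumen) marks blocked Vif-driven A3G degradation.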
RXFP1 agonist – agonists of human relaxin receptor RXFP1; Q9HBX9; HEK293T-RXFP1 cAMP TR-FRET, 30 min; response scale: percent of porcine relaxin response, buffer zero; Potency, µM (titrated, usually from 57.5 µM), for inactives: at the top dose activation, usual class: activators; 0.3% of 370,000 active; AID 2676; note: % is set by controls: 0 for no effect and ±100 for the full control effect; nearly all actives have a fitted effect of over 60% in size; many of its hits are not listed in these tables
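Agonist response is measured as cAMP accumulation in an RXFP1-transfected HEK293T line under PDE4 inhibition. Values are scaled between buffer-only and 29 nM porcine relaxin, and EC50s come from standard Hill equation fits.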
IDH1 R132H inh – human IDH1 R132H inhibition | O75874 | IDH1-R132H enzyme, NADPH consumption, diaphorase/resazurin fluorescence | Potency, µM (series often up to 76.6 µM), without a hit: top-dose activity change, negative = inhibition, most hits filed as inhibitors | 0.093% of 390,000 active | AID 602179; note: % is set by controls: 0 for no effect and ±100 for the full control effect; nearly all actives have a fitted effect of over 65% in size
Target sequence (O75874 whole entry R132H, stated change not applied): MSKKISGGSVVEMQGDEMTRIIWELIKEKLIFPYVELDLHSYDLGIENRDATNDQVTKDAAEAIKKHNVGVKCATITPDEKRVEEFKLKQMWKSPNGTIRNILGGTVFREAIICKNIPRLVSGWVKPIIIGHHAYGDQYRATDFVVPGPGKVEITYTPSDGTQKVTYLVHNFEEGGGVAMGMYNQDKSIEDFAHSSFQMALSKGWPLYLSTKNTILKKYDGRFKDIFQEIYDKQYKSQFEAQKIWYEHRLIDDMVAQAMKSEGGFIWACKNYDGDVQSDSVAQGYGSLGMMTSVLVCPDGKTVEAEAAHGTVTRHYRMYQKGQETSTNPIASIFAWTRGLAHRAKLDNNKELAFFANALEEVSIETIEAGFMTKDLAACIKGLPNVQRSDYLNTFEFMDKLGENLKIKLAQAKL
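IDH1-R132H (0.5 ug/mL dispensed) in pH 7.5 Tris buffer was preincubated 30 min with compound, then given a substrate mix of 0.016 mM NADPH and 2 mM alpha-KG for 80 min at room temperature; remaining NADPH was read by diaphorase/resazurin fluorescence.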
rTrxR1 inhibitor – blocks rat thioredoxin reductase 1 | Potency, µM (top dose mostly 114 µM), for inactives: at the top dose activity change, negative = inhibition, most hits filed as inhibitors | O89049 | AID 588453 | recombinant rTrxR1, NADPH fluorescence consumption, selenite substrate | 1% of 390,000 active; note: % is set by controls: 0 for no effect and ±100 for the full control effect; nearly all actives have a fitted effect of over 65% in size
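Rat TrxR1 (90 nM in the dispensed reagent) was pre-reduced with 400 uM NADPH for 5 min at room temperature, then incubated with compound for 15 min. After 400 uM selenite was added, NADPH fluorescence (Ex 340/Em 450 nm) was followed for 8 min.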
USP1 inh – blocks the human USP1/UAF1 deubiquitinase complex; 0.23% of 390,000 active; recombinant USP1/UAF1, Ub-Rhodamine cleavage fluorescence; Potency, µM (titrated, usually from 57.1 µM), without a hit: at the top dose activity change, negative = inhibition, most hits filed as inhibitors; AID 743255; O94782; note: % is set by controls: 0 for no effect and ±100 for the full control effect; nearly all actives have a fitted effect of over 60% in size; inactives centre near -12
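In this screen, compounds sit with the deubiquitinase complex (1nM) for 15 min at room temperature before Ub-Rho is added at 150nM final. Fluorescence rise is then followed for 6 reads every 60 seconds.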
12-LOX inh – ALOX12 (human) lipoxygenase inhibition; 1.1% of 580,000 active; purified 12hLO, xylenol orange hydroperoxide absorbance; Potency, µM (top dose mostly 108 µM), for the others: at the top dose activity change, negative = inhibition, hits mostly inhibitors; AID 1671190; note: % is set by controls: 0 for no effect and ±100 for the full control effect
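Hydroperoxide product was detected by ferrous iron/xylenol orange as the 573 to 405 nm absorbance ratio. Arachidonic acid at 40 uM (final) was turned over for 30 min at room temperature by 150 nM human 12hLO, pH 7.0 Hepes buffer, after 15 min compound preincubation.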
TrxR1 substrate – substrates of rat thioredoxin reductase 1; Potency, µM (titrated, usually from 114 µM), for inactives: at the top dose activity change, negative = substrate turnover; AID 588456; 0.01% of 390,000 active; O89049; purified TrxR1 substrate turnover, NADPH consumption readout; note: % is set by controls: 0 for no effect and ±100 for the full control effect; nearly all actives have a fitted effect of over 50% in size
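Rat TrxR1, dispensed at 90 nM, was prereduced with 400 uM NADPH (final) for 5 min at ~22 deg C, then incubated with compound 15 min before 400 uM selenite. A first-read NADPH fluorescence drop versus no-compound background flagged substrates.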
Vif-A3F inh – inhibitors of Vif-A3F interaction | Potency, µM (series often up to 46.1 µM), without a hit: top-dose activity, negative = active | HeLa A3F-eYFP + Vif (tagged APOBEC3F with the HIV-1 protein that degrades it), YFP fluorescence increase | 0.2% of 390,000 active; note: % of control where 0% means no effect; nearly all actives have a fitted effect of over 65% in size
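HeLa cells stably expressing A3F-eYFP plus Vif, plated and incubated overnight at 37 deg C, then exposed to compounds overnight at 37 deg C. Blocked degradation read as raised yellow fluorescence (Ex 488/Em 500-530).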
RGS4 inhibitor – blocks human RGS4-accelerated GTP hydrolysis | P49798 | Transcreener GDP fluorescence polarization, RGS4-accelerated GTP hydrolysis | Potency, µM (series often up to 114 µM), for inactives: top-dose activity change, negative = inhibition, actives largely listed as inhibitors | 0.039% of 390,000 active; note: % is set by controls: 0 for no effect and ±100 for the full control effect; nearly all actives have a fitted effect of over 75% in size; some results filed as inactive show a strong effect at the top dose
Target sequence (P49798 whole entry, looked up): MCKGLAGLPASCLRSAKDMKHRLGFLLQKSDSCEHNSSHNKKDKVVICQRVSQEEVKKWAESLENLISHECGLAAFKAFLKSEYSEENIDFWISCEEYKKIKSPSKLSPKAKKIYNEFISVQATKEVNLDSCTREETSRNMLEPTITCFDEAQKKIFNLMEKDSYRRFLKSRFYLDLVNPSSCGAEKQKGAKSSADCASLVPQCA
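MLSMR compounds (23 nl, pin-transferred) preincubated 10 min at room temperature with a 500nM (2x) first reagent, then RGS4 at 900nM (2x) plus Transcreener GDP mix added; fluorescence polarization (620/688 nm) read before and after 90 min at 30 °C.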
Numbers without * were called inactive; & = joins results of further samples; [ ] = remark or other dose. Calls come from the whole dose curve; as a rule, active = well fitted curve in the direction sought with a large enough effect; inconclusive = small, poorly fitted or top-dose-only effect, or another doubt; inactive = no such curve, though single readings can be large; an effect the other way counts as inactive or inconclusive. Potency is the fitted concentration of half-maximal effect.

CC(Oc1ccc2c(-c3ccccc3)cc(=O)oc2c1)C(=O)N1CCOCC1 (stereo not given) was read as Vif-A3G inh -3%, IDH1 R132H inh 2%, rTrxR1 inhibitor 4%, USP1 inh -23%, 12-LOX inh 0%&-26%, TrxR1 substrate -2%, Vif-A3F inh -1% and RGS4 inhibitor 1%.
`COc1cccc(NC(=O)C(=O)NCCc2sc(-c3cccc(C)c3)nc2C)c1` gave Vif-A3G inh 2%, RXFP1 agonist -1.1%, IDH1 R132H inh -1%, rTrxR1 inhibitor 16%[57.1 µM], USP1 inh -14%, 12-LOX inh -12%, TrxR1 substrate -2%[57.1 µM], Vif-A3F inh 5% and RGS4 inhibitor -4%.
For COCCNC(=O)CSc1ncnc2sc(-c3ccccc3)cc12 the results were Vif-A3G inh 1%, RXFP1 agonist -1.1%, IDH1 R132H inh 3%, rTrxR1 inhibitor 27%[57.1 µM], USP1 inh -11%, 12-LOX inh 8%, TrxR1 substrate 5%[57.1 µM], Vif-A3F inh 5% and RGS4 inhibitor -18%.
For Cc1ccc(NC(=O)Cc2c(C(=O)O)n(C)c3ccccc23)cc1F the results were Vif-A3G inh -16%, RXFP1 agonist -2.2%, IDH1 R132H inh -7%, rTrxR1 inhibitor 13%, USP1 inh -22%, 12-LOX inh -6%, TrxR1 substrate -1%[57.1 µM], Vif-A3F inh 6% and RGS4 inhibitor inconclusive.
COc1ccccc1Nc1nc(N)nc(CN2CCN(Cc3ccc4c(c3)OCO4)CC2)n1 was read as Vif-A3G inh -1%, RXFP1 agonist -1.9%, IDH1 R132H inh -6%, rTrxR1 inhibitor 12%[57.1 µM], USP1 inh -2%, 12-LOX inh -18%, TrxR1 substrate 5%, Vif-A3F inh 1% and RGS4 inhibitor inconclusive.
`CCCOc1ccc(-c2cn3ccccc3n2)cc1[N+](=O)[O-]` gave Vif-A3G inh -1%, RXFP1 agonist 1.3%, IDH1 R132H inh 17%, rTrxR1 inhibitor 6%[57.1 µM], USP1 inh -9%, 12-LOX inh -1%, TrxR1 substrate 7%[57.1 µM], Vif-A3F inh 17% and RGS4 inhibitor 15%.
For C=CCn1c(SCc2nc3sc(C(=O)O)c(C)c3c(=O)[nH]2)nnc1-c1ccccc1 the results were Vif-A3G inh 1%, RXFP1 agonist -0.8%, IDH1 R132H inh -2%, rTrxR1 inhibitor 6%[57.1 µM], USP1 inh -1%, 12-LOX inh -23%, TrxR1 substrate -7%, Vif-A3F inh 0% and RGS4 inhibitor -4%.
`O=C1NC2(CCCc3ccccc32)C(=O)N1Cc1nnc(-c2ccccc2Br)o1` (stereo not given) gave Vif-A3G inh 0%, RXFP1 agonist -0.3%, IDH1 R132H inh 4%, rTrxR1 inhibitor 22%, USP1 inh -18%, 12-LOX inh -23%, TrxR1 substrate 6%, Vif-A3F inh 4% and RGS4 inhibitor -20%.
For COc1cccc(NC(=O)CN(C)C(=O)c2c(C)nn(Cc3ccc(C)cc3)c2Cl)c1 the results were Vif-A3G inh 0%, RXFP1 agonist 1.3%, IDH1 R132H inh -6%, rTrxR1 inhibitor 10%[57.1 µM], USP1 inh -5%, 12-LOX inh -7%, TrxR1 substrate 5%[57.1 µM], Vif-A3F inh 24% and RGS4 inhibitor 25%.
`OC(COc1ccccc1)Cn1c2ccccc2c2ccccc21` (stereo not given) gave Vif-A3G inh 0%, RXFP1 agonist 0.8%, IDH1 R132H inh 4%, rTrxR1 inhibitor -9%, USP1 inh -18%, 12-LOX inh -20%, TrxR1 substrate -7%, Vif-A3F inh -9% and RGS4 inhibitor -20%.

Of the compounds above, these contain two or more sulfur atoms:
For COCCNC(=O)CSc1ncnc2sc(-c3ccccc3)cc12 the results were Vif-A3G inh 1%, RXFP1 agonist -1.1%, IDH1 R132H inh 3%, rTrxR1 inhibitor 27%[57.1 µM], USP1 inh -11%, 12-LOX inh 8%, TrxR1 substrate 5%[57.1 µM], Vif-A3F inh 5% and RGS4 inhibitor -18%.
For C=CCn1c(SCc2nc3sc(C(=O)O)c(C)c3c(=O)[nH]2)nnc1-c1ccccc1 the results were Vif-A3G inh 1%, RXFP1 agonist -0.8%, IDH1 R132H inh -2%, rTrxR1 inhibitor 6%[57.1 µM], USP1 inh -1%, 12-LOX inh -23%, TrxR1 substrate -7%, Vif-A3F inh 0% and RGS4 inhibitor -4%.

The results go on:
For O=c1c2[nH]c3ccc(F)cc3c2ncn1CC1CCCO1 (stereo not given) the results were Vif-A3G inh -6%, RXFP1 agonist 2.0%, IDH1 R132H inh -1%, rTrxR1 inhibitor -5%, USP1 inh 0%, 12-LOX inh 11%, TrxR1 substrate 15%, Vif-A3F inh 0% and RGS4 inhibitor -2%.
Screening CCc1cccc(NC(=O)Nc2ccc3c(c2)OCO3)c1 returned Vif-A3G inh 1%, RXFP1 agonist -3.1%, IDH1 R132H inh 0%, rTrxR1 inhibitor -11%, USP1 inh -9%, 12-LOX inh -10%, TrxR1 substrate -9%, Vif-A3F inh 1% and RGS4 inhibitor 15%.
For CN(C)c1ccc(NS(=O)(=O)c2cc(Cl)ccc2Cl)cc1 the results were Vif-A3G inh -29%, RXFP1 agonist -1.5%, IDH1 R132H inh 1%, rTrxR1 inhibitor -13%, USP1 inh -3%, 12-LOX inh -26%, TrxR1 substrate -10%, Vif-A3F inh -20% and RGS4 inhibitor 6%.
Screening CCN1CCN(C2=C(NS(=O)(=O)c3ccc(NC(C)=O)cc3)C(=O)c3ccccc3C2=O)CC1 returned Vif-A3G inh -13%, RXFP1 agonist 0.5%, IDH1 R132H inh 1%, rTrxR1 inhibitor 23%, USP1 inh -26%, 12-LOX inh -17%, TrxR1 substrate -4%, Vif-A3F inh 4% and RGS4 inhibitor 2%.
CC(c1ccccc1)n1c(SCC(=O)N2CC(=O)Nc3ccccc32)nc2ccccc2c1=O (stereo not given) was read as Vif-A3G inh -1%, RXFP1 agonist 0.6%, IDH1 R132H inh 3%, rTrxR1 inhibitor -8%, USP1 inh -20%, 12-LOX inh -17%, TrxR1 substrate -1%, Vif-A3F inh 1% and RGS4 inhibitor -25%.
O=c1c2ccccc2ncn1-c1ccccc1C(F)(F)F was read as Vif-A3G inh -1%, RXFP1 agonist 1.9%, IDH1 R132H inh 6%, rTrxR1 inhibitor 25%, USP1 inh -19%, 12-LOX inh 5%, TrxR1 substrate 2%, Vif-A3F inh 3% and RGS4 inhibitor -11%.
Screening CC(=O)NCC(=O)OCC(=O)Nc1ccc(C(C)=O)cc1 returned Vif-A3G inh -1%, RXFP1 agonist 1.3%, IDH1 R132H inh 1%, rTrxR1 inhibitor -11%, USP1 inh -9%, 12-LOX inh 4%, TrxR1 substrate -6% and RGS4 inhibitor -37%.
Screening Cc1nn(C)c2c1c(-c1ccccc1)cc(=O)n2CC(=O)NC(C)(C)C returned Vif-A3G inh 1%, RXFP1 agonist 6.0%, IDH1 R132H inh 11%, rTrxR1 inhibitor 0%[57.1 µM], USP1 inh -1%, 12-LOX inh inconclusive, TrxR1 substrate -2%[57.1 µM], Vif-A3F inh 0% and RGS4 inhibitor -9%.
For O=C1CCCCCN1Cc1ccccc1 the results were Vif-A3G inh 0%, RXFP1 agonist 2.7%, IDH1 R132H inh 1%, rTrxR1 inhibitor 9%[57.1 µM], USP1 inh 4%, 12-LOX inh 167%[activator], TrxR1 substrate 6%[57.1 µM], Vif-A3F inh -9% and RGS4 inhibitor 14%[11.4 µM].
For CCN(CC)CCNC(=O)c1ccc(NC(=O)c2cc(-c3ccncc3)nc3ccccc23)cc1 the results were Vif-A3G inh 8%, RXFP1 agonist -1.6%, IDH1 R132H inh -19%, rTrxR1 inhibitor 3%, USP1 inh -25%, 12-LOX inh 354%[activator], TrxR1 substrate -1%, Vif-A3F inh -12% and RGS4 inhibitor -16%.
Screening COC(=O)C(C)Sc1nc2c(c(=O)n1-c1ccccc1)SCC2 (stereo not given) returned Vif-A3G inh 2%, RXFP1 agonist 0.4%, IDH1 R132H inh 6%, rTrxR1 inhibitor -3%, USP1 inh -2%, 12-LOX inh 0%, TrxR1 substrate -10%, Vif-A3F inh 5% and RGS4 inhibitor 3%.
N#Cc1ccccc1CSc1ccccn1 was read as Vif-A3G inh 1%, RXFP1 agonist 1.0%, IDH1 R132H inh 6%, rTrxR1 inhibitor 16%, USP1 inh -13%, 12-LOX inh -19%, TrxR1 substrate 10%[57.1 µM], Vif-A3F inh -4% and RGS4 inhibitor 1%.
Screening O=C(CN1C(=O)NC2(CCCCCC2)C1=O)NCc1ccccc1 returned Vif-A3G inh 1%, IDH1 R132H inh -5%, rTrxR1 inhibitor 7%, USP1 inh -8%, 12-LOX inh 7%, TrxR1 substrate 4%, Vif-A3F inh 0% and RGS4 inhibitor -3%.

Reprinted at random: 2 records from the list, in no set order.
Screening COC(=O)C(C)Sc1nc2c(c(=O)n1-c1ccccc1)SCC2 (stereo not given) returned Vif-A3G inh 2%, RXFP1 agonist 0.4%, IDH1 R132H inh 6%, rTrxR1 inhibitor -3%, USP1 inh -2%, 12-LOX inh 0%, TrxR1 substrate -10%, Vif-A3F inh 5% and RGS4 inhibitor 3%.
CC(c1ccccc1)n1c(SCC(=O)N2CC(=O)Nc3ccccc32)nc2ccccc2c1=O (stereo not given) was read as Vif-A3G inh -1%, RXFP1 agonist 0.6%, IDH1 R132H inh 3%, rTrxR1 inhibitor -8%, USP1 inh -20%, 12-LOX inh -17%, TrxR1 substrate -1%, Vif-A3F inh 1% and RGS4 inhibitor -25%.

An excerpt, so the mix of outcomes need not match the whole.
